DYRK1A inh: Dyrk1A (rat) kinase inhibition; inhibition, % at 12.5 µM; 0.43% of 310,000 active; AID 504441; Q63470; ADP-Glo luminescence, NFATc1 peptide; in the data active means inhibition above about 50%;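 further: plate controls were vehicle with enzyme for no effect and no enzyme for full effect; many of its hits are not listed in these tables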
GSK3A inh: human GSK-3 alpha kinase inhibition | P49840 | ADP-Glo luminescence, 60 min | inhibition, % at 10 µM | 0.1% of 320,000 active | AID 2650;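 in the data active means inhibition above about 50%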;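 further: GST-tagged GSK-3 alpha with peptide substrate and 25 µM ATP; 0% = DMSO neutral wells and 100% = GW8510 positive control wells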
Target sequence (P49840 whole entry, looked up): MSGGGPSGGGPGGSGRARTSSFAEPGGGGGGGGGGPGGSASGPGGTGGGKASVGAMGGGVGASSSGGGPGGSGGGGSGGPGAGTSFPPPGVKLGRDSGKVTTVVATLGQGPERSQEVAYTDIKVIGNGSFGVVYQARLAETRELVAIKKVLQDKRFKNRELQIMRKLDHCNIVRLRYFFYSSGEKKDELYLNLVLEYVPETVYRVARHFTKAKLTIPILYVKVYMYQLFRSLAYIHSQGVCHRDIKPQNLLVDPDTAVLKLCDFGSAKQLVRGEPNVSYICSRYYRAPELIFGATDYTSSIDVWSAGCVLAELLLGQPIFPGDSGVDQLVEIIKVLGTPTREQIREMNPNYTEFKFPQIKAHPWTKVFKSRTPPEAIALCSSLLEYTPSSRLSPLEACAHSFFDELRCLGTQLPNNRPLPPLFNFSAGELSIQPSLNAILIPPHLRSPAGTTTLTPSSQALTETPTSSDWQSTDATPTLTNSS
HSF1 activator: increases HSF-1 driven luciferase reporter signal; 1.7% of 300,000 active; NIH3T3-HGL HSF-1 luciferase reporter, MG132, 8 h; 100% = twice DMSO control signal; activation, % at 9 µM;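 active means mean replicate activation of at least 50% with a set share of replicates each reaching 50%; inconclusive means only one of those two conditions met; inactive means mean below 50% and too few replicates reaching it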;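 further: 0% = median of the neutral control wells and 100% = twice that signal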
Platelet DG rel: modulates dense granule release in human platelets; human platelet-rich plasma, SFLLRN dense granule ATP release, luminescence; AID 1663; 0.22% of 300,000 active; inhibition, %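 (compounds screened at 7.5 µM in platelet-rich plasma)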;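 active means mean replicate score, as percent of positive control, at or above 50; inconclusive means mean below 50 but at least one replicate at or above 50; inactive means mean and every replicate below 50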
KLF5 inh: inhibitors of KLF5 expression; DLD-1 KLF5 promoter-luciferase reporter, luminescence; inhibition, % at 5 µM; 0.23% of 290,000 active; AID 1700;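 active means inhibition above a per-plate limit of that plate's mean compound inhibition plus 3 SD, cut at about 60% in these data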;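 further: 0% = DMSO wells and 100% = LY294002 at 200 µM; higher means less KLF5 promoter-driven luciferase light; inactives centre near -14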
aSyn UTR inh: MLPCN primary screen, SNCA 5' untranslated region; 0.82% of 300,000 active; alpha-synuclein 5'UTR reporter, inhibitor activity; inhibition, % (tested at 7.5 µM); in the data active means inhibition above about 60%; inconclusive means no clear call, values can overlap the other calls;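 further: H4 neuroglioblastoma cells stably carrying SNCA 5'UTR luciferase fusion; 0% = DMSO wells and 100% = positive control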
GSK3beta inhib: inhibitors of human GSK3beta kinase | P49841 | GST-GSK3beta kinase, ADP-Glo luminescence, 60 min; hits give low values | activity score (negative = inhibition), % at 10 µM | 0.038% of 300,000 active | AID 2097;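 active means more than half of replicate wells score below -50%, meaning over 50% inhibition versus plate controls; inconclusive means some replicates but at most half score below -50%; inactive means no replicate scores below -50%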;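 further: 0% = median DMSO wells and -100% = median GW8510 positive control wells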
Target sequence (P49841 whole entry, looked up): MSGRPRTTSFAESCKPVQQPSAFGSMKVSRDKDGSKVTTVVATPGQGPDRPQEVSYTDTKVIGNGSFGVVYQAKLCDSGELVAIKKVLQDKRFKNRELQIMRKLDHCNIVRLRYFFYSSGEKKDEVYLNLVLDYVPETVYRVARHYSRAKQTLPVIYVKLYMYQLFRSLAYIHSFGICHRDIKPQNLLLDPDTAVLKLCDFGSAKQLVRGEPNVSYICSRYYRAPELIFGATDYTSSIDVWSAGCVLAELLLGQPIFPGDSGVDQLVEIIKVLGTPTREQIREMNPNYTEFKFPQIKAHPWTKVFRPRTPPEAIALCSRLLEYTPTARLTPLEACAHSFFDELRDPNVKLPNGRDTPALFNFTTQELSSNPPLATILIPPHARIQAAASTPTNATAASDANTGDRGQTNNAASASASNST
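Test system – GST-tagged human GSK3beta kinase, cell-free · Incubation – 60 min enzyme reaction, room temperature · Signal – ADP-Glo luminescence · Also added – peptide substrate and ATP at 25 µM · Controls – DMSO neutral wells and GW8510 at 20 µM as positive · Buffer or medium – Tris/MgCl2 kinase buffer · Measure – Luminescence-derived activity versus plate DMSO and GW8510 wells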
HSP90 refold inh: blocks HSP90-mediated luciferase refolding in reticulocyte lysate; Rabbit reticulocyte lysate, luciferase refolding luminescence, 3 h; inhibition, % at 5.6 µM; 0.91% of 290,000 active;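 active means inhibition above the screen-wide mean plus 3 SD, computed separately per campaign, cut at about 16% in these data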;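 further: 0% = DMSO wells and 100% = 60 µM geldanamycin wells; inhibitors lower the luminescence because luciferase stays unfolded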
HSF1 inh: HSF1 inhibition. NIH3T3-HGL HSE-luciferase, MG132-induced, luminescence 8 h; hits give low values. activity change, negative = inhibition, % at 7.5 µM (by protocol). 0.77% of 300,000 active;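 active means more than half of replicate wells show activity change below -50%, luminescence cut by over half; inconclusive means some wells, but at most half, below -50%; inactive means no replicate well below -50%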;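 further: luciferase reports HSF-1 transcriptional activity via heat shock element; 0% = median of DMSO wells and -100% = zero luminescence signal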
IEC-6 cytotox: counter-screen for KLF5 inhibitors: cytotoxicity in IEC-6 cells. inhibition, % at 5 µM. IEC-6 cytotoxicity, luminescence viability. 0.78% of 290,000 active; in the data active means inhibition above about 22%;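 further: 0% = plate median of test compound wells and 100% = cytotoxic reference compound wells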
The depositor's hits bear a star; ? = inconclusive; · = not tested or not shown.

SMILES | DYRK1A inh | GSK3A inh | HSF1 activator | Platelet DG rel | KLF5 inh | aSyn UTR inh | GSK3beta inhib | HSP90 refold inh | HSF1 inh | IEC-6 cytotox
O=C(N=C1c2ccccc2CN1c1ccc(F)cc1)c1ccc(Cl)nc1 | -11 | -3 | 6 | 1 | 13 | -94 | 0 | 2 | 2 | 1
CCOc1cc(C(=O)NCC2CCCO2)cc(OCC)c1OCC (stereo not drawn) | 0 | 0 | -5 | 1 | -14 | 11 | 1 | -2 | -2 | -6
Cc1ccc(NC(=O)CNS(=O)(=O)c2cccs2)cc1F | 2 | -4 | 17 | 16 | -3 | -25 | 3 | 0 | 11 | -3
COc1ccccc1C1NC(=O)NC(C)=C1C(=O)Nc1cccc(C)c1C (stereo not drawn) | 1 | -3 | 2 | -8 | -16 | 7 | 2 | -1 | -5 | 4
Cc1ccc(C2=[N+]([O-])C3(CCCCC/C3=N\NC(N)=O)N(O)C2(C)C)o1 (stereo not drawn) | -2 | -1 | 14 | -189 | -14 | 5 | 2 | 5 | 2 | 2
Cc1ccc(S(=O)(=O)NCCOC(=O)Nc2sc(=S)n(C)c2C)cc1 | -19 | -3 | 0 | 10 | -33 | 14 | -6 | -1 | -1 | -2
COC(=O)C1=C(C)N(Cc2ccccc2)C(=NCc2cccc(C(F)(F)F)c2)N[C@H]1c1cccc(F)c1 | 9 | -2 | 22 | 4 | -7 | ? | 0 | 7 | 11 | 4
COc1ccc(C2C=C(c3ccccc3)Nc3ncnn32)cc1 (stereo not drawn) | 16 | -1 | -4 | -2 | -18 | 10 | 1 | -2 | 2 | 5
CC(=O)Nc1ccc(NS(=O)(=O)c2cn(C)c(=O)n(C)c2=O)cc1 | 3 | -1 | -13 | -2 | 4 | -13 | 1 | 1 | 0 | 2
Clc1cccc(NCc2nnc(SCc3ccccc3)o2)c1 | -3 | -2 | 11 | -1 | -54 | -7 | 1 | -2 | 1 | 0
C=C(C)c1cccc(C(C)(C)NC(=O)N2CCN(c3ccccn3)CC2)c1 | -3 | -4 | 15 | 15 | -32 | 7 | 7 | -2 | 2 | 0
CCC(C)N(C(=O)CSc1ccc(NC(C)=O)cc1)C1CCS(=O)(=O)C1 (stereo not drawn) | -3 | -1 | 14 | 2 | -6 | 19 | 5 | 0 | 0 | -5
CCOC(=O)C(/C(C)=N/NC(=O)c1ccccc1[N+](=O)[O-])C(C)C (stereo not drawn) | 11 | -3 | -3 | 7 | -26 | -10 | 5 | 0 | 13 | 1
Cc1ccc(-n2nc3cc(C)c(NC(=O)c4cccnc4)cc3n2)cc1 | 6 | -1 | 28 | 1 | -26 | -54 | 1 | 0 | 3 | -3
Cc1ccc2c(c1)C(=O)CC1(CCCC1)O2 | -3 | -2 | -12 | -5 | · | 5 | 0 | · | 2 | ·
O=C(/C=C/c1ccc([N+](=O)[O-])cc1)Nc1cccnc1 | -4 | 0 | 54* | -6 | -144 | -150 | -3 | 3 | 21 | 7
O=[N+]([O-])c1ccc(OCCCCN2CCc3ccccc3C2)cc1 | 14 | -1 | -10 | 2 | -36 | -21 | -1 | -3 | -14 | -2
C/C(=N/NC(=O)CNC(=O)Cc1ccccc1)c1ccc(Cl)cc1 | 0 | -1 | 17 | -5 | 3 | 17 | 1 | 6 | 0 | 4
COc1ccc(-c2nnc(SCC(=O)NC(C)c3ccccc3)o2)cc1OC (stereo not drawn) | 3 | -1 | 2 | 3 | 0 | 6 | 4 | 1 | 0 | -3
COc1ccc(NC(=O)C2CCCN(S(=O)(=O)c3cccnc3)C2)cc1 (stereo not drawn) | 1 | 0 | -6 | 0 | -13 | 2 | 2 | -2 | 2 | -1
O=c1cc(O)n(Cc2ccc(F)cc2)c(=O)[nH]1 | -2 | -2 | 0 | -1 | -41 | -22 | 2 | 0 | 8 | -10
O=C(CCNS(=O)(=O)c1cccs1)NC1CCN(Cc2ccccc2)CC1 | 2 | 0 | -1 | -5 | -43 | 8 | 3 | -3 | -3 | -4
COCCn1c(SCC(=O)Nc2ccc(NC(=O)c3ccco3)c(OC)c2)nc2ccccc2c1=O | 3 | -1 | 13 | 10 | -33 | 55 | -1 | 2 | 11 | 0
Cc1ccc(C)c(SCC(=O)OCC(=O)NCc2ccccc2)c1 | 5 | 6 | 7 | 8 | -11 | 9 | 1 | 1 | -3 | -4
O=C1OC(/C=C/c2ccccc2)=NC/1=C\c1cccnc1 | -1 | -2 | -7 | -7 | -39 | -15 | 2 | 2 | 1 | 2
SMILES | DYRK1A inh | GSK3A inh | HSF1 activator | Platelet DG rel | KLF5 inh | aSyn UTR inh | GSK3beta inhib | HSP90 refold inh | HSF1 inh | IEC-6 cytotox
COc1ccccc1NS(=O)(=O)c1ccc2oc(SC)nc2c1 | 4 | 0 | -4 | 2 | -17 | -15 | 2 | 2 | 1 | 1
O=[N+]([O-])c1ccc(NCCOc2ccccc2Cl)nc1 | 4 | -1 | -57 | · | 0 | -74 | 2 | -3 | -45 | 15
COc1cc(Cl)ccc1OCc1cc(C(=O)N(C)Cc2nnc(C)o2)no1 | -3 | 1 | 1 | -4 | -60 | -20 | 1 | -7 | 7 | 1
Cc1cc(C(F)(F)F)n(-c2nc(C(=O)NN)cs2)n1 | -2 | · | -19 | -40 | 3 | 14 | -5 | 4 | -5 | 2
Cc1ccc(-n2ncc3c2CCCC3NC(=O)c2ccoc2)cc1C (stereo not drawn) | 4 | 0 | 4 | -2 | -26 | 10 | 2 | -2 | -6 | -7
COc1ccc(N(C(=O)c2ccco2)S(=O)(=O)c2cccs2)cc1 | 10 | -1 | -2 | -1 | 0 | 10 | 0 | 0 | -2 | 4
COC(=O)c1[nH]c2ccccc2c1NC(=O)/C=C/c1ccc2c(c1)OCO2 | -12 | 7 | 78* | -32 | -3 | -42 | -1 | -1 | 24 | -4
Cc1ccc(-n2nc(C(=O)NCc3ccc(C)o3)c3c4ccccc4n(C)c3c2=O)cc1 | -5 | -3 | 4 | 0 | 21 | 14 | -4 | 5 | 5 | 5
CN(c1ccccc1C(=O)Nc1cccc([N+](=O)[O-])c1)S(C)(=O)=O | -5 | -2 | -24 | 5 | -21 | 24 | -7 | -2 | -5 | -7
CC(C)NC(=O)c1onc(CSc2ccncc2)c1C(=O)NC(C)C | 3 | -2 | 5 | 3 | · | 12 | 0 | · | -6 | ·
CCOc1ccccc1C1C(C#N)=C(N)SC(N)=C1C#N | 15 | 2 | 11 | -2 | 0 | -23 | -4 | 2 | 3 | 4
COc1ccc(CNC(=O)CN(C(=O)CCC(=O)Nc2ccccn2)c2cccc(C)c2)cc1 | 3 | 0 | 5 | 11 | -1 | 4 | 0 | -2 | 4 | -5
CCc1ccc(C(=O)C(C)OC(=O)c2nn(C)c(=O)c3ccccc23)cc1 (stereo not drawn) | 0 | 2 | 8 | 9 | · | -11 | -19 | · | 9 | ·
CN(C)C(=O)N1CCCC(C(=O)NCc2ccccc2Cl)C1 (stereo not drawn) | -1 | -6 | 1 | 2 | -11 | 20 | 7 | 4 | -9 | 2
Cc1cc(C)n(-c2nc3ccccc3c(=O)n2OCC(=O)OCc2ccccc2)n1 | 0 | · | 5 | 13 | 8 | 62* | 2 | -1 | 3 | 58*
CC(NC=C1C(=O)OC(C)(C)OC1=O)C(=O)O (stereo not drawn) | 2 | -2 | 15 | 0 | -22 | -17 | 0 | 4 | 0 | -9
CCn1c(CNC(=O)c2cc(OC)c(OC)c(OC)c2)cc2ccccc21 | -7 | -4 | 1 | 8 | -19 | 8 | 2 | 5 | 0 | 5
Cc1ccccc1OCC(=O)NCCCNC(=O)c1ccco1 | 2 | -2 | 4 | 27 | -12 | 7 | 0 | -2 | 4 | -3
Cc1cc(C(=O)Nc2ccc(Cl)cc2)c2ccccc2n1 | -3 | -4 | 12 | 8 | -7 | 6 | 4 | -4 | 6 | 2
Cc1ccc(NC(=O)N2CCCN(Cc3ccc(F)cc3)C2)cc1C | 1 | · | -7 | 8 | -12 | -11 | -1 | 1 | -8 | 9
CC(NC(=O)C(c1ccccc1)c1ccccc1)c1ccc(S(N)(=O)=O)cc1 (stereo not drawn) | -1 | -1 | 2 | 1 | -15 | -10 | -3 | 2 | 8 | 4
Cc1coc2cc3oc(=O)cc(C)c3cc12 | 23 | -2 | 16 | -13 | -8 | 0 | 2 | 3 | -1 | 0
CC12C(=O)N(c3ccc(OC(=O)c4ccco4)cc3)C(=O)C1C1c3ccccc3C2c2ccccc21 (stereo not drawn) | -2 | -2 | 14 | 1 | -16 | 12 | 0 | -3 | 7 | -2
O=C(CSc1nc2c(sc3ccccc32)c(=O)n1CCCN1CCCC1)NCc1ccco1 | · | -3 | 5 | -2 | -6 | -29 | 3 | -1 | 0 | -1
COc1ccccc1CNC(=O)COC(=O)CCN=C1NS(=O)(=O)c2ccccc21 | 13 | 1 | -1 | 0 | · | -2 | 1 | · | 1 | ·
SMILES | DYRK1A inh | GSK3A inh | HSF1 activator | Platelet DG rel | KLF5 inh | aSyn UTR inh | GSK3beta inhib | HSP90 refold inh | HSF1 inh | IEC-6 cytotox
COc1cc(C(=O)N2CCN(S(=O)(=O)c3ccc(C)cc3)CC2)ccc1OCc1c(C)noc1C | -1 | -4 | 4 | 6 | -19 | -14 | 0 | 2 | -6 | -4
COc1cc(S(=O)(=O)NC2CCCC2)c(OC)cc1Cl | -5 | 0 | -7 | -12 | -4 | 12 | 1 | 5 | -9 | -1
CN(c1cccc(NC(=O)c2cccc([N+](=O)[O-])c2)c1)S(C)(=O)=O | -1 | 0 | 4 | 2 | -28 | -2 | 1 | 2 | -2 | 8
COc1cccc2cc(C(=O)n3ccc(C)n3)c(=O)oc12 | -6 | -2 | -1 | 2 | -44 | -4 | -4 | 1 | -7 | -4
COc1ccc2c(c1)c1nnc(SCC(=O)Nc3ccccc3F)nc1n2C | · | -2 | -9 | -1 | -53 | -39 | 0 | 10 | 1 | 0
COC(=O)c1cc2sccc2n1CC(=O)Nc1ccc(OC)c(OC)c1OC | 1 | 0 | · | -6 | -22 | 4 | 0 | 4 | · | 5
Cc1ccc(C)c(NC(=O)CSc2nnc(-c3ccco3)o2)c1 | 15 | 2 | 16 | 12 | -26 | 14 | 5 | 2 | 8 | -2
Nc1c(C(=O)Nc2ccccc2)sc2nc3c(c(-c4ccco4)c12)CCC3 | -2 | 2 | 2 | 2 | -21 | -1 | 1 | 1 | -2 | 0
CCOC(=O)N1CCN(C(=O)C(CC(C)C)NS(=O)(=O)c2ccc3c(c2)oc(=O)n3C)CC1 (stereo not drawn) | 7 | -4 | 3 | 0 | 9 | -9 | 1 | 5 | 2 | 5
CC(=O)OC(C)CS(=O)(=O)c1ccccc1 (stereo not drawn) | 5 | -1 | -16 | 4 | -24 | -21 | 2 | -6 | -1 | 6

Structures listed above that bear a hit mark in aSyn UTR inh.
Compound	DYRK1A inh	GSK3A inh	HSF1 activator	Platelet DG rel	KLF5 inh	aSyn UTR inh	GSK3beta inhib	HSP90 refold inh	HSF1 inh
Cc1cc(C)n(-c2nc3ccccc3c(=O)n2OCC(=O)OCc2ccccc2)n1	0	·	5	13	8	62*	2	-1	3

Screens as filed in PubChem.

Only part of the results is shown, so the mix of outcomes need not match the whole.
